Screens from PubChem.
RmlCD inh 1536: inhibitors of Mycobacterium tuberculosis RmlC and RmlD coupled enzymes; AID 1533; 160,000 compounds, 0.03% hits; RmlC+RmlD coupled enzyme assay, percent inhibition; primary screen in compound mixtures; P9WH09+P9WH11; inhibition, % at 3.6 µM; in the data active means inhibition mostly above about 34%, no sharp cut-off; further: some results filed as inactive read as strong as hits
Target sequence (P9WH09 whole entry, looked up): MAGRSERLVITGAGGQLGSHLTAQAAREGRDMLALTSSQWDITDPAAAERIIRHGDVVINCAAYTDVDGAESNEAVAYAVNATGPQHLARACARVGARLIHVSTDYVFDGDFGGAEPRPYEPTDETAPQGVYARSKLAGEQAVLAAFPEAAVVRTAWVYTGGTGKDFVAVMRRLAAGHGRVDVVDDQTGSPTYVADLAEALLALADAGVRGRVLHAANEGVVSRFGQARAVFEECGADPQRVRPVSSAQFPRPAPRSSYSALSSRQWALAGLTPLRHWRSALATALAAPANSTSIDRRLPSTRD
Target sequence (P9WH11 whole entry, looked up): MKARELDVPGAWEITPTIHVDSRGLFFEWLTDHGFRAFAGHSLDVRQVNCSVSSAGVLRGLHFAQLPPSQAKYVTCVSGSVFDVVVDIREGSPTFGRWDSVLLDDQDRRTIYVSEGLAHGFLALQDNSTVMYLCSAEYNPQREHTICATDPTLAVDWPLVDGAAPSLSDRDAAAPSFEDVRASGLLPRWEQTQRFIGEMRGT
GlmU inhibition: inhibition of mycobacterial GlmU enzyme – biochemical, glucosamine-1-phosphate acetyltransferase (AID 1376); M. tuberculosis GlmU acetyltransferase enzyme assay; higher % means a stronger effect; one-dose inhibition, %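 (tested at 30 µM in the primary screen)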; IC50 in µM for titrated hits; 220,000 compounds, 0.25% hits; in the data active means inhibition above about 13%;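 further: 0% = complete reaction with vehicle and 100% = reaction without substrate; strong numbers were not always called active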
* hit, by the source's call; x = no result given. Only part of the results is shown; count on the stated rates, not on these rows.

The line under a structure holds: RmlCD inh 1536 | GlmU inhibition
CC(=O)Nc1ccc(S(=O)(=O)Nc2c(C)n(C)n(-c3ccccc3)c2=O)cc1
    x | 1.0%
C/C(=N/NC(=O)c1cc(-c2ccc(Cl)s2)[nH]n1)c1ccco1
    7 | -3.5%
CCNc1nc(NC(N)=S)nc(NC(C)(C)C)n1
    2 | 2.1%
O=c1ccccn1CCOc1ccccc1Cl
    4 | -1.8%
COc1ccc2c(c1)C(=O)N(c1ccccc1OC)C(=O)C2
    -6 | -6.0%
COC(=O)COc1ccc(S(=O)(=O)Nc2ccc(NC(C)=O)cc2)cc1
    9 | 0.9%
CC(C)N(CCc1ccncc1)C(=S)Nc1cccc(Cl)c1
    3 | -1.6%
COc1ccc(C=O)cc1Cn1c(=O)n(CCC(=O)NCc2ccco2)c(=O)c2sccc21
    1 | 2.2%
Clc1ccccc1Cn1nnc2c(N3CCOCC3)nc(C3CC3)nc21
    1 | x
CN1CCC(=C(c2ccc(Cl)cc2)c2ccccn2)CC1
    -12 | 0.9%
CC(C)Cn1c(SCC(=O)N2CCc3ccccc3C2)nc2cc(Cl)ccc2c1=O
    4 | 6.4%
Nc1nc(N)c2sc3nc4c(cc3c2n1)CCC4
    x | 0.4%
COc1cc(C2=NOC(C(=O)Nc3ccc(C(C)=O)cc3)C2)cc(OC)c1OC (stereo not drawn)
    x | 0.5%
O=C(Nc1cc(C(F)(F)F)ccc1N1CCOCC1)c1ccco1
    x | 1.4%
Cc1ccc(NC(=O)CN(C)S(=O)(=O)c2cccs2)cc1F
    x | -5.0%
O=C(NCCc1ccccn1)/C(=C/c1ccco1)NC(=O)c1ccccc1
    -9 | -3.9%
Cc1ccc(S(=O)(=O)N(C)C)cc1NC(=O)CN1CCN(Cc2ccccc2)CC1
    10 | -2.8%
CCn1c(SCC(=O)OC)nc2sc3c(c2c1=O)CC(C)(C)OC3
    -2 | 1.1%
CCn1cc([N+](=O)[O-])c(C(=O)Nc2nc(-c3ccc(C)c(C)c3)c(C)s2)n1
    5 | x
COc1ccc(N2C(=O)[C@@H]3C(c4cccnc4)=NO[C@@H]3C2=O)cc1
    -7 | -6.0%

The list goes on, overlapping the part above by four compounds.
The line under a structure holds: RmlCD inh 1536 | GlmU inhibition
Cc1ccc(S(=O)(=O)N(C)C)cc1NC(=O)CN1CCN(Cc2ccccc2)CC1
    10 | -2.8%
CCn1c(SCC(=O)OC)nc2sc3c(c2c1=O)CC(C)(C)OC3
    -2 | 1.1%
CCn1cc([N+](=O)[O-])c(C(=O)Nc2nc(-c3ccc(C)c(C)c3)c(C)s2)n1
    5 | x
COc1ccc(N2C(=O)[C@@H]3C(c4cccnc4)=NO[C@@H]3C2=O)cc1
    -7 | -6.0%
N=c1n(Cc2ccccc2)c2ccccc2n1Cc1ccccc1
    57 | 0.4%
O=C(Nc1cccc(C(=O)O)c1)/C(=C\c1ccc2c(c1)OCO2)NC(=O)c1ccco1
    7 | -4.6%
C=CCn1c(SCC(=O)c2ccc(OC)cc2)nnc1-c1ccc2c(c1)OCO2
    x | 3.5%
O=C(Nc1ccc(Cl)cc1)Nc1ccc(Oc2cccnc2)nc1
    6 | -5.2%
CC(C)Cc1ccc(S(=O)(=O)N2CCN(C(=O)c3ccco3)CC2)cc1
    -3 | 7.5%
CCC1=NN(C(=O)Cc2ccc([N+](=O)[O-])cc2)C(O)(C(C)(C)C)C1 (stereo not drawn)
    -7 | -2.5%
CCC(=NC1CC(C)(C)NC(C)(C)C1)C1=C(O)CC(C)(C)CC1=O
    x | 2.1%
O=C(CSc1nc2ccccc2[nH]1)NCc1ccco1
    1 | 0.1%
Cc1cc(C)nc(/N=C(\N)N2CCCCCC2)n1
    6 | 2.0%
Cc1nc(NC(=O)/C=C/c2ccccc2)sc1C(=O)Nc1ccc(Cl)cc1
    x | -3.0%
O=C(/C(=C/O)N=Nc1ccc(Cl)cc1)c1ccncc1
    20 | -3.8%
CCCC(NC(=S)NCC1CCCO1)C12CC3CC(CC(C3)C1)C2 (stereo not drawn)
    6 | -4.3%
Cc1cc(C)n(C(=O)Cn2nc([N+](=O)[O-])cc2C)n1
    -3 | 6.3%
Cc1ccc(C(=O)NC2CCS(=O)(=O)C2)cc1S(=O)(=O)N1CCCCC1 (stereo not drawn)
    -7 | 2.8%
COc1ccc(/C=N/N=C2/NC(=O)C(c3ccccc3)(c3ccccc3)S2)cc1
    6 | -2.9%
CC(C)Oc1cc2oc(=O)c3c(c2cc1Cl)CCC3
    11 | 6.7%
CCN(CC(=O)NC1CCCC1)S(=O)(=O)c1ccc(C)cc1
    3 | 1.7%
Cc1ccc(NC(=O)CSc2ccccc2NC(=O)c2ccccc2)cc1Cl
    x | 8.0%
O=C(CCN1CCc2ccccc2CC1)c1ccc2c(c1)OCCO2
    x | 7.0%
COC(=O)C1=C(NC(=O)c2ccc(C)cc2)CCS1
    x | -5.9%

A different layout for 5 compounds above:
Molecule | RmlCD inh 1536 | GlmU inhibition
O=C(CSc1nc2ccccc2[nH]1)NCc1ccco1 | 1 | 0.1%
CC(C)Cc1ccc(S(=O)(=O)N2CCN(C(=O)c3ccco3)CC2)cc1 | -3 | 7.5%
COc1ccc(/C=N/N=C2/NC(=O)C(c3ccccc3)(c3ccccc3)S2)cc1 | 6 | -2.9%
Cc1cc(C)n(C(=O)Cn2nc([N+](=O)[O-])cc2C)n1 | -3 | 6.3%
CCC(=NC1CC(C)(C)NC(C)(C)C1)C1=C(O)CC(C)(C)CC1=O | x | 2.1%

Next section.
The line under a structure holds: RmlCD inh 1536 | GlmU inhibition
Cc1ccc(N2C(=O)C(Cc3ccccc3)NC2=S)cc1 (stereo not drawn)
    -7 | -6.5%
Cc1cc([N+](=O)[O-])nn1CCCC(=O)O
    14 | -0.5%
O=C(Nc1cccc(F)c1)c1c(F)c(F)c(F)c(F)c1F
    2 | 0.5%
Cc1nc2nc(-c3cccnc3)nn2c(C)c1Cl
    x | 5.9%
Cc1[nH][nH]c(=O)c1C(c1c(C)[nH][nH]c1=O)c1cn(Cc2ccccc2Cl)c2ccccc12
    12 | 2.9%
COC(=O)c1ccc(N2C(=O)Nc3ccccc3N2O)cc1
    7 | -6.2%
CCc1nc(N)c(C#N)c(-c2ccc(OC)c(OC)c2)c1C
    10 | 0.7%
COc1ccc(OCC(O)CNC(=O)Nc2cc(F)ccc2C)cc1 (stereo not drawn)
    5 | -3.9%
Cc1csc2ncnc(NCCc3ccccn3)c12
    4 | -3.9%
O=C(CN1C(=O)CNC1=O)Nc1cccc(C(F)(F)F)c1
    7 | -6.8%
CCOC(=O)C1(CC2CCCCO2)CCN(C(=O)NCc2ccccc2)CC1 (stereo not drawn)
    -7 | 2.6%
O=C1CSCN1c1ccc(Cl)c(Cl)c1
    8 | -2.9%
O=C(O)CCc1ccc(S(=O)(=O)NCCc2ccccc2)cc1
    -7 | 2.5%
COc1cccc2c(Cl)c(CC=C(Cl)Cl)c(C)nc12
    -2 | -0.3%
O=C(CCSc1ccc(Cl)c(Cl)c1)NC12CC3CC(CC(C3)C1)C2
    -10 | -0.2%
C=CCNC(=O)CC(=O)N/N=C/c1cccc(C)c1
    x | -0.2%
Cc1cc(C)cc(NC(=O)c2ccc(CSc3nnnn3C)cc2)c1
    1 | -3.1%
Cc1nnc(SCC(=O)N(C)Cc2ccccc2)[nH]c1=O
    8 | -0.8%
CC(C)(C)n1nnnc1C(c1ccncc1)N1CCCCCC1 (stereo not drawn)
    x | 3.8%
COc1ccc(C)cc1-n1c(-c2ccncc2)n[nH]c1=S
    x | 2.1%

The line under a structure holds: RmlCD inh 1536 | GlmU inhibition
Cn1nnnc1SCc1nc2ccccc2s1
    x | 0.3%
Cc1nnc(-c2cnn(-c3ccccc3)c2N)n1Cc1ccc(F)cc1
    6 | -2.0%
Cc1ccc(NC(=O)C2C(c3ccccc3)C=CC(c3ccccc3)C2C(=O)O)cc1 (stereo not drawn)
    2 | -0.6%
Fc1ccccc1C1CCN(Cc2nc(COc3ccccc3)no2)C1 (stereo not drawn)
    11 | -1.6%
O=C(Nc1cccn2ncnc12)c1cccc(C(F)(F)F)c1
    -7 | 6.5%
COc1ccc(-c2cnc(N)n2C)cc1
    -10 | -4.7%
Cc1nn2c(c1-c1ccccc1)N=C(c1ccco1)CC2c1ccccc1 (stereo not drawn)
    -9 | -1.6%
Cc1[nH]c(=S)n(CC2CCCO2)c1C (stereo not drawn)
    18 | 0.6%
Cc1noc(C)c1C(=O)Nc1ccc(F)cc1
    -12 | -0.2%
COc1ccccc1NC(=O)Cn1nc(Cc2cccnc2)c2ccccc2c1=O
    -10 | -0.8%
COc1ccc(Cn2nnnc2C(c2cccnc2)N2CCN(c3ccc(O)cc3)CC2)cc1 (stereo not drawn)
    10 | -5.7%
NC(=O)C1CCN(C(=O)c2ccco2)CC1
    x | 0.1%
COc1ccc(CC(=O)N/N=C/c2ccc(-c3ccc(F)cc3)o2)cc1OC
    -12 | -0.1%
CN1C(=O)N(C)C(=O)C2(Cc3c(nc4ccccn4c3=O)N3CCc4ccccc4C32)C1=O (stereo not drawn)
    -15 | -3.2%
CC1(C)CC(=O)C(C2(O)C(=O)NC(=O)NC2=O)=C(O)C1
    12 | -0.8%
COC(=O)c1ccc(NC(=O)CSCc2ccc(C)cc2)cc1
    x | -0.8%
Cc1cc(C(=O)O)c(CSCc2cc(C(=O)O)oc2C)o1
    4 | 2.2%
Cn1cc(/C=C2/SC(=O)N(c3ccccc3)C2=O)c2ccccc21
    -3 | x
CCC(=O)N1CCN(c2ccc(NC(=O)c3ccc4c(c3)OCO4)cc2)CC1
    x | -0.3%
COc1cc2ccccc2cc1C(=O)Nc1cccnc1
    7 | -3.9%

The line under a structure holds: RmlCD inh 1536 | GlmU inhibition
CCOC(=O)C1CCCN(Cc2c(C(=O)N3CCCCC3)nc3c(C)cccn23)C1 (stereo not drawn)
    x | -4.8%
Cc1ccc(SCC(=O)NC(=O)NC(C)C)c(C)c1
    -1 | -0.9%
O=C(Nc1cccc(C(=O)O)c1)/C(=C\c1ccc2c(c1)OCO2)NC(=O)c1ccc(Br)cc1
    10 | -8.2%
Cc1cc(-c2cc(-c3ccc(Cl)cc3)on2)nc(NC2CCCC2)n1
    0 | 2.9%
CNCc1ccccc1Sc1cccc(O)c1
    -3 | -1.5%
COc1ccc(/C=N/N2C(=O)CN(C(=O)c3ccccc3)C2c2ccc(OC)cc2)cc1 (stereo not drawn)
    7 | -2.7%
Cc1cc(C)c2nc(N)sc2c1
    8 | -0.1%
O=C(CP(=O)(c1ccccc1)c1ccccc1)N1CCOCC1
    -10 | -5.2%
COc1ccccc1CNC(=O)c1cc2c(C)nn(Cc3ccc(F)cc3)c2s1
    5 | 1.6%
CC(=O)Nc1ccc(Nc2nc(C)c([N+](=O)[O-])c(Nc3ccccc3)n2)cc1
    -12 | 6.0%
COc1cccc(C(=O)Nn2cnnc2)c1
    5 | -3.2%
O=C(COc1cccnc1[N+](=O)[O-])Nc1ccc2c(c1)OCO2
    x | 7.7%
C=C(C)C1CC=C(C)/C(=N/NC(=O)CNc2ccc(C)cc2C)C1 (stereo not drawn)
    6 | -2.8%
NC(=O)c1c(NC(=O)CN2CCOCC2)sc2c1CCC2
    12 | -2.9%
CCOc1ccc(OCC(=O)NCCc2nc3ccccc3[nH]2)cc1
    0 | 2.8%
CC(C)c1ccc(OCC(=O)NNC(=O)c2cnccn2)cc1
    -11 | 5.2%
N#CC1=C(SCC(=O)c2ccc(Br)cc2)NC2=C(C(=O)CCC2)C1c1ccco1 (stereo not drawn)
    -3 | x
O=C(Nc1cccc(-c2nnc(-c3ccccc3)o2)c1)C1CCCO1 (stereo not drawn)
    8 | 3.6%
CCn1c(SC)nnc1-c1ccc(S(=O)(=O)N2CCCCC2)cc1
    x | 2.6%
COc1ccc(CN(C)C(C)C(=O)Nc2ccc(S(=O)(=O)N3CCOCC3)cc2)c(OC)c1 (stereo not drawn)
    -12 | 0.3%

The line under a structure holds: RmlCD inh 1536 | GlmU inhibition
CCn1c(=O)c2c(cnn2C)c2ccccc21
    33 | 0.1%
O=C(COc1ccc(Cl)cc1Cl)NC(=S)N1CCCc2ccccc21
    x | -6.6%
CNc1ccc(/C=C/C(=O)c2cccc3ccccc23)cc1[N+](=O)[O-]
    -11 | -1.8%
O=C(O)C1CCN(c2nc(-c3ccccc3)nc3c2oc2ccccc23)CC1
    7 | 2.5%
C=CCn1c(=O)n(CCOC)c(=O)c2sc3ccccc3c21
    6 | 1.2%
Cc1ccnc(NS(=O)(=O)c2ccc(NC(=O)C34CC5CC(CC(C5)C3)C4)cc2)n1
    -1 | -2.2%
COc1ccc(CNC(=O)C(NC(C)=O)C(C)C)cc1OC (stereo not drawn)
    -4 | -2.3%
Cc1onc(-c2c(F)cccc2Cl)c1C(=O)OCC(=O)Nc1c(C)n(C)n(-c2ccccc2)c1=O
    x | -2.1%
Cc1cccc(C(=O)NCCNC(=O)c2cccc(C)c2)c1
    x | -2.1%
Cc1ccc(S(=O)(=O)NC(C)C(=O)NC2CCCCCC2)cc1 (stereo not drawn)
    6 | 3.9%
COc1ccc(N2CCN(C(=O)CNC(=O)c3cn(-c4ccccc4OC)c(=O)c4ccccc34)CC2)cc1
    -3 | -0.5%
O=C(CSc1nnc(COc2ccccc2)n1-c1ccccc1)c1ccccc1
    -8 | 5.3%
O=C(Nc1ccc(O)cc1)/C(=C\c1cccs1)NC(=O)c1ccccc1
    -11 | -2.1%
C/C(=N\NC(=O)Cc1cccn1C)c1ccc2ccccc2c1
    6 | 5.3%
Cc1ccc(CCN2CC(C(=O)NCCCN3CCCCCC3)CC2=O)cc1 (stereo not drawn)
    0 | -14%
O=S(=O)(Nc1cccc2ccccc12)c1cccc2nonc12
    -2 | 0.4%
C=CCc1ccccc1OCC(CN1CCCCC1)OC(C)=O (stereo not drawn)
    -8 | 2.6%
CCCCC(NS(=O)(=O)c1ccc(C)cc1)C(=O)Oc1ccc2c3c(c(=O)oc2c1)CCC3 (stereo not drawn)
    -8 | -3.4%
